# Screening data: PubChem BioAssay, several laboratories
# PLCg1 inh: PLC-gamma1 (human) inhibition, primary screen. P19174. purified PLC-gamma1, fluorogenic substrate, fluorescence. inhibition, % at 12.2 µM. 370,000 compounds, 0.84% hits; in the data active means inhibition above about 9.5%
# DAX1 inh-1: DAX1 (NR0B1) inhibition, primary screen | inhibition, % at 6.8 µM | AID 652010 | HEK293T StAR-luciferase reporter, SF-1/DAX-1 repression relief | 370,000 compounds, 1.1% hits;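 active means inhibition above the mean over all tested compounds plus 3 SD, cut at about 3.6% in these data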;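 further: 0% = DAX-1 cells with DMSO and 100% = cells lacking DAX-1 with DMSO; higher inhibition means more luminescence from relief of DAX-1 repression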
# PLC-beta3 inh: inhibitors of human phospholipase C beta3; Q01970; Purified PLC-beta3, fluorogenic substrate, fluorescence; inhibition, % at 12.2 µM; 370,000 compounds, 0.18% hits; AID 720704; in the data active means inhibition above about 11%;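 further: 0% = median of compound wells on plate and 100% = full blocker control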
# hgDAF-12 ag: agonists of H. glycines DAF-12 nuclear receptor; HEK293 GAL4-hgDAF12 UAS-luciferase reporter, agonist luminescence; normalized to butyrate control; activation, % at 6.8 µM; 370,000 compounds, 1.8% hits; AID 687014;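 active means activation above a cutoff set at the mean of all screened compounds plus 3 SD, cut at about 10% in these data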;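 further: 0% = DMSO wells and 100% = sodium butyrate wells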
# NR1D1 modulator: modulators of human Rev-erb alpha DNA binding | P20393 | Rev-erbα–FITC-DNA binding, fluorescence polarization, 90 min | 370,000 compounds, 0.79% hits | activity, % at 10 µM | AID 1259318;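 active means activity above about 14%, limit read from the data; passing the limit was not always enough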;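 further: 0% = DMSO wells with 35 nM protein and 100% = DMSO wells with 750 nM protein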
# DAX1 inh-2: NR0B1 (DAX1) inhibition. P51843. HEK293 Gal4-DAX1 luciferase reporter, luminescence. inhibition, % at 6.75 µM. 340,000 compounds, 0.99% hits. AID 504766;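 active means inhibition above the mean over all tested compounds plus 3 SD, cut at about 4.2% in these data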;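 further: 0% = DAX1-transfected cells with DMSO and 100% = empty-vector control cells with DMSO; inhibition shows as a rise in luminescence from relieved DAX1 repression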
# Target sequence (P51843 207-470 limits assumed): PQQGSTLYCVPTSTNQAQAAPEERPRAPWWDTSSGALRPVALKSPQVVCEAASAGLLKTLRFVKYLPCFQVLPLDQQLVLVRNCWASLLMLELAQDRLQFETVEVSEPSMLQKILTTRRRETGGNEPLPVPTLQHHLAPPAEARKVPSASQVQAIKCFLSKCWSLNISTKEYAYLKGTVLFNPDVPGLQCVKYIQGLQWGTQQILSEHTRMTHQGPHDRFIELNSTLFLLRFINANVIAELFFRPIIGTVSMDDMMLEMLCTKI
# ssDAF12 agonist: activates DAF-12 receptor from parasite S. stercoralis. HEK293 ssDAF-12/GRIP1 lit1-tk-luc reporter, luminescence; % of 3 µM dafachronic acid response. activation, % at 6.8 µM. 370,000 compounds, 1% hits. AID 652126;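 active means activation above the mean over all tested compounds plus 3 SD, cut at about 0.9% in these data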;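 further: 0% = DMSO-only wells and 100% = 3 µM delta7-dafachronic acid wells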
# SMARCA2 act: SMARCA2 function activation, primary screen; MG213 cells, MMTV-luciferase reporter, dexamethasone, overnight; 370,000 compounds, 1% hits; activation, % at 9.1 µM; in the data active means activation above about 7.8%;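 further: 0% = vehicle wells and 100% = reference activator wells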
# hcDAF-12 act: activators of H. contortus DAF-12 nuclear receptor | 370,000 compounds, 1.4% hits | HEK293 hcDAF-12 lit1-tk-luc reporter, luminescence; 0% DMSO, 100% Δ7-dafachronic acid | activation, % at 6.8 µM | AID 652067;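 active means activation above the mean of all tested compounds plus 3 SD, cut at about 5.5% in these data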;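 further: 100% = response to 3 µM Δ7-dafachronic acid high control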
# MBD2 inh: inhibitors of human MBD2 binding to methylated oligonucleotide | Q9UBB5 | TR-FRET | inhibition, % at 4.4 µM | 370,000 compounds, 0.31% hits | AID 686964; in the data active means inhibition above about 13%
# Target sequence (Q9UBB5 whole entry, looked up): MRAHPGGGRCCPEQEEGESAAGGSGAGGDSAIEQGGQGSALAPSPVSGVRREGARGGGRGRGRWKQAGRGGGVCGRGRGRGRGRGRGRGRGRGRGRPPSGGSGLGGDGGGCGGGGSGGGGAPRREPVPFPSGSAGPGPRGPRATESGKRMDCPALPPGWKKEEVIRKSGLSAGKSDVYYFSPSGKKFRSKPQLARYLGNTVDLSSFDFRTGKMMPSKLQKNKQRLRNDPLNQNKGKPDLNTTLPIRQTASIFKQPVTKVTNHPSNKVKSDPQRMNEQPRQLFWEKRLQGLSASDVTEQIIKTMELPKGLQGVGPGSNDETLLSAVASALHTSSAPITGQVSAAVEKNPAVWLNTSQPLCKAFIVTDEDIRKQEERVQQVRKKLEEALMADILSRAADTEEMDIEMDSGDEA
# ADAM17 inh: inhibitors of human ADAM17; P78536; recombinant ADAM17, EDANS/DABCYL FRET peptide cleavage; inhibition, % at 6.95 µM; 370,000 compounds, 0.83% hits;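 active means inhibition above the mean of compounds lying between control limits plus 3 SD, set per campaign, cut at about 8.5% in these data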;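 further: 0% = DMSO-only wells as the low control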
# Numbers without * were called inactive; i = inactive; . = not tested or not shown.
canonical_smiles,PLCg1 inh,DAX1 inh-1,PLC-beta3 inh,hgDAF-12 ag,NR1D1 modulator,DAX1 inh-2,ssDAF12 agonist,SMARCA2 act,hcDAF-12 act,MBD2 inh,ADAM17 inh
O=C(NC1CCCCC1)C(c1ccccc1)N(Cc1ccco1)C(=O)Cn1cnc2ccccc21 (centres undefined),5.0,-1.3,5.5,-0.9,-2.1,0.0,-1.6,0.2,-1.9,2.9,1.5
Cc1c(C)n(C(=O)CN2CCN(c3ccccn3)CC2)c2ccccc12,-4.0,0.1,-8.9,-1.2,-1.1,0.7,-0.7,0.2,0.1,0.8,-3.5
COc1ccccc1-c1nnn(C/C(N)=N/O)n1,1.3,1.3,5.2,1.9,-1.2,-0.6,0.1,0.5,0.2,5.3,-0.6
CC(=O)N=c1sc2nc3ccccc3nc2n1N(C(C)=O)C(C)=O,-6.2,-0.1,-8.4,-0.5,0.9,-1.7,-1.0,3.9,-0.2,-4.9,-30.7
O=C(NN=C1CCN(Cc2ccccc2)CC1)C(O)c1ccccc1 (centres undefined),-3.1,0.0,-3.7,-0.2,0.8,1.1,-0.9,-0.4,-2.8,-1.7,-0.4
COc1ccc(S(=O)(=O)N2CCCCC2)cc1NS(=O)(=O)c1ccccc1F,0.6,0.6,-4.8,-4.1,6.8,0.5,-1.6,-2.5,1.1,-1.4,0.2
O=C(COC(=O)c1ccc([N+](=O)[O-])cc1Cl)Nc1cccnc1Cl,-2.6,0.1,1.6,1.5,5.0,-0.1,-0.6,-0.3,-1.6,-11.0,1.8
O=c1[nH]c(N2CCOCC2)cc2ccccc12,i,1.1,i,1.6,-7.0,1.3,-0.2,1.0,1.8,-1.2,-199.8
COc1ccccc1NS(=O)(=O)c1cccc(NC(=O)Nc2cccc(Cl)c2)c1,0.3,-1.4,-1.5,-2.4,3.1,2.5,-2.5,-6.7,-4.3,-4.2,8.5
Cc1ccc(S(=O)(=O)N2CCCCC2)cc1NC(=O)C1CC1,4.1,0.5,-4.7,-1.6,3.9,0.2,-1.4,0.0,0.5,1.2,0.6

# Some of these compounds in order of molar mass, rising.
canonical_smiles,PLCg1 inh,DAX1 inh-1,PLC-beta3 inh,hgDAF-12 ag,NR1D1 modulator,DAX1 inh-2,ssDAF12 agonist,SMARCA2 act,hcDAF-12 act,MBD2 inh,ADAM17 inh
COc1ccccc1-c1nnn(C/C(N)=N/O)n1,1.3,1.3,5.2,1.9,-1.2,-0.6,0.1,0.5,0.2,5.3,-0.6
Cc1ccc(S(=O)(=O)N2CCCCC2)cc1NC(=O)C1CC1,4.1,0.5,-4.7,-1.6,3.9,0.2,-1.4,0.0,0.5,1.2,0.6
O=C(NN=C1CCN(Cc2ccccc2)CC1)C(O)c1ccccc1 (centres undefined),-3.1,0.0,-3.7,-0.2,0.8,1.1,-0.9,-0.4,-2.8,-1.7,-0.4
CC(=O)N=c1sc2nc3ccccc3nc2n1N(C(C)=O)C(C)=O,-6.2,-0.1,-8.4,-0.5,0.9,-1.7,-1.0,3.9,-0.2,-4.9,-30.7
Cc1c(C)n(C(=O)CN2CCN(c3ccccn3)CC2)c2ccccc12,-4.0,0.1,-8.9,-1.2,-1.1,0.7,-0.7,0.2,0.1,0.8,-3.5
COc1ccc(S(=O)(=O)N2CCCCC2)cc1NS(=O)(=O)c1ccccc1F,0.6,0.6,-4.8,-4.1,6.8,0.5,-1.6,-2.5,1.1,-1.4,0.2

# Next part
canonical_smiles,PLCg1 inh,DAX1 inh-1,PLC-beta3 inh,hgDAF-12 ag,NR1D1 modulator,DAX1 inh-2,ssDAF12 agonist,SMARCA2 act,hcDAF-12 act,MBD2 inh,ADAM17 inh
CCN1C[C@@H]2[C@@H]3C(=O)N(Cc4ccccc4)C(=O)[C@@H]3[C@](C)(C1=O)N2C(=O)c1ccc(Br)cc1,0.3,0.1,3.3,2.0,1.8,0.5,-0.6,-0.1,-0.3,0.1,-2.2
COC(=O)c1ccc(Oc2nc(Nc3ccc(F)cc3)nc(N3CCCC3)n2)cc1,2.4,0.0,7.2,2.0,-2.2,0.1,-1.3,-0.3,-1.1,3.4,5.3
CC1=[N+](C)c2ccc3ccccc3c2C1(C)C,-14.0,-1.4,-13.6,-4.2,-11.1,0.9,-1.0,-4.0,1.5,1.0,-10.6
Cc1onc(-c2ccccc2)c1C(=O)Nc1ccc(S(=O)(=O)NC2=NCCCCC2)cc1,0.2,0.3,3.2,-0.2,0.5,-0.2,-0.8,0.2,0.4,0.0,0.3
CCN(CC)CCCNC(=O)c1ccc2c(Cl)c3c(nc2c1)CCCC3,1.1,0.2,1.3,2.0,-9.8,-1.4,-0.9,-1.5,-2.3,-4.3,-2.2
CCCC(=O)N1c2ccccc2[C@@H](N(C(C)=O)c2ccccc2)C[C@H]1C,3.3,-0.5,2.4,-0.8,-1.5,-1.1,-1.1,1.3,-2.1,-5.5,-4.0
O=C1NC2(CCCCC2)N=C1c1ccccc1,10.4*,0.1,10.0,1.3,-7.5,0.1,-1.6,-2.6,-1.2,-4.9,5.0
CCCCNC(=S)NNC(=O)c1csc(C)c1,2.9,0.5,22.9*,3.8,-2.5,0.0,-1.1,4.9,-0.3,0.7,-0.5
C#CCOC(=O)CCCNc1ccc([N+](=O)[O-])cc1[N+](=O)[O-],5.4,-0.5,7.5,2.4,1.3,4.1,-0.7,-2.8,-0.5,-5.9,2.9
Cc1ccc(S(=O)(=O)CC(=O)Nc2nnc(C)s2)cc1,1.9,0.1,-3.8,0.3,-0.5,0.1,-1.0,-0.3,-1.1,-5.7,2.9
Cc1ccccc1CNC(=O)c1csc([C@H]2C[C@H](O)[C@@H](CO)O2)n1,0.3,-1.2,-1.0,0.1,0.0,.,-1.4,-1.7,0.1,0.9,-2.0
O=P(OCC1CCCO1)(OCC1CCCO1)OCC1CCCO1 (centres undefined),-0.2,0.4,0.2,-1.3,-1.0,-0.5,-1.4,-2.1,-0.1,-7.5,2.8
COc1cc(NC(=O)c2ccc(F)cc2)c(OC)cc1Cl,-1.9,-0.4,0.8,1.3,0.5,-1.1,0.1,0.8,3.3,0.2,0.1
O=C1NCCCC1C(=O)Nc1ccccc1C(F)(F)F (centres undefined),-1.8,0.1,3.8,-2.6,-0.6,0.8,-1.2,-5.6,0.4,2.1,-6.1
CCOC(=O)N1CCC(=NNC(=O)COc2cccc(C)c2)CC1,-1.1,0.5,-1.0,-1.2,-1.8,2.7,-1.5,0.8,-0.2,-7.6,1.0
CCOC(=O)[C@]12CCCC=C1N(CCc1ccc(OC)c(OC)c1)C(=O)[C@H](CC(=O)NCCc1ccccc1OC)C2,2.3,-2.5,1.8,-0.7,6.6,.,-1.2,-4.0,-2.0,-5.5,2.8
COc1ccccc1CNc1ncnc2c1cnn2-c1ccccc1,3.5,1.9,3.8,3.6,0.9,1.5,-1.3,8.2*,-2.0,1.5,2.1
O=C(NCc1cccnc1)c1ccccc1NS(=O)(=O)c1ccc(Br)cc1,-0.4,-1.3,-7.0,-0.3,-8.6,0.1,-1.6,5.6,-1.0,-1.3,-1.6
Cc1cc(C)nc(SCC(=O)c2ccc(O)c(O)c2)n1,0.8,-0.1,1.3,-0.5,1.9,0.0,-1.2,1.2,-0.8,1.0,1.9
Cc1noc(C)c1COc1ccc(C(=O)N2CCC(C(N)=O)CC2)cc1,5.7,-0.1,2.7,-2.2,-3.3,-0.2,-0.8,-0.9,-0.5,-1.4,2.0
O=C(c1cc2cc(Cl)ccc2[nH]1)N1CCN(c2ccccn2)CC1,-2.2,0.3,-5.5,0.7,51.0*,-0.8,-1.3,-4.1,-0.1,0.0,-3.0
CC(O)C(=O)NCCOCCOCCNC(=O)C(C)O (centres undefined),0.1,-0.2,-1.8,-0.5,-6.3,0.7,-1.2,-0.1,-0.8,-0.2,-2.5
CCOC(=O)CSc1nn(-c2ccccc2)c(=S)s1,0.3,0.0,1.4,-1.1,2.9,0.4,-0.6,3.0,-0.1,-2.2,2.5
COc1cc(NC(=O)C2=C(N3CCOCC3)/C(=C\c3ccc(Br)cc3)CC2)cc(OC)c1OC,-4.6,-0.3,-8.2,3.5,4.0,-0.7,0.4,2.5,3.5,6.8,3.7
CCC(=O)Nc1cccc(C2=NOC3(C2)C[C@@H](C(N)=O)N(C(=O)CC)C3)c1 (some centres undefined),1.5,0.3,-3.6,-0.9,1.6,-1.2,-1.2,-0.2,-0.5,3.0,-7.7
O=C(NC1CCCC1)C1(C(=O)C2CC2)CC(c2ccccc2C(F)(F)F)=NO1 (centres undefined),6.5,-0.2,0.2,-1.2,4.3,.,-0.9,-2.3,1.2,-5.7,2.9
CCOc1ccccc1NC(=O)CCNS(=O)(=O)c1cccc2nsnc12,4.0,0.0,1.5,2.3,7.7,-0.2,-0.8,1.2,1.0,-0.5,0.2
O=C(CCSc1nc2ccccc2o1)Nc1ccccc1,4.8,-0.8,-1.8,-2.0,2.1,-1.0,-1.1,0.5,-2.2,2.6,-2.2
COc1ccc(NS(=O)(=O)c2cc(NC(=O)c3cc(=O)c4ccccc4o3)ccc2OC)cc1,0.8,-0.9,-2.0,-0.3,10.0,0.4,-1.6,4.4,-0.6,1.2,-1.3
CC1=C(C(=O)Nc2ccc(Cl)cc2C(=O)N2CCC(C(N)=O)CC2)SCCO1,3.2,-1.0,7.0,-1.0,-1.8,0.6,-1.3,4.8,-0.5,4.0,-0.9
O=C1Nc2ccccc2CCC1Sc1nnc(-c2ccc(Cl)cc2)s1 (centres undefined),5.2,-0.2,3.5,0.1,4.7,-0.6,-0.9,0.8,-1.0,0.8,-0.5
COc1ccc(S(=O)(=O)N2CCCC(C(=O)NCc3ccncc3)C2)cc1Cl (centres undefined),0.0,-0.7,4.0,-1.2,2.6,-1.0,-1.1,-1.8,-0.3,-5.3,-3.1
COc1ccc(NC(=O)N2CCCC2C(=O)Nc2cccc(C)c2C)cc1 (centres undefined),11.7*,-0.1,5.6,1.6,-1.6,-0.1,-0.8,-4.1,0.6,-7.1,2.6
Cc1[nH]c(C(=O)N/N=C/c2ccc(C(=O)O)cc2)c(C)c1C(=O)N/N=C/c1ccc(C(=O)O)cc1,-3.1,-0.6,-3.5,0.2,0.5,-1.3,-0.8,0.1,-2.9,-3.2,6.6
CCOC(=O)CC[C@H]1CC[C@]2(CCCN(C(=O)c3ccco3)C2)O1,-1.5,0.3,0.0,-0.4,-1.9,.,-1.1,-4.4,-0.2,4.9,-4.3
Cc1cccc(C)c1NC(=O)COC(=O)c1cc(S(=O)(=O)Nc2ccc(Cl)cc2)ccc1O,-1.7,1.2,4.8,3.4,-5.8,0.6,-0.3,-4.4,0.2,-2.0,-2.3
CCOC(=O)c1c(C)[nH]c(C)c1S(=O)(=O)NC(C)Cc1ccco1 (centres undefined),-0.3,0.9,-6.0,0.8,7.6,0.0,-1.0,-4.5,-1.3,3.1,-1.5
COc1ccc(NS(=O)(=O)c2c(C)[nH]c(C)c2C(=O)N2CCCCC2)cc1Cl,0.5,0.5,-7.0,-1.3,4.9,-0.7,-0.6,-4.8,-1.9,-4.6,-1.2
